Source: PubChem BioAssay
UHRF1 binding: UHRF1 methyl-DNA binding inhibition; Q96T88; UHRF1 binding to methylated oligo, TR-FRET; inhibition, % at 4.4 µM; 370,000 compounds, 0.75% hits; AID 687016; in the data active = inhibition above about 21%;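 also: UHRF1 SRA domain binding a hemimethylated CpG hairpin DNA probe; 0% = median of test compound wells and 100% = reference inhibitor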
HTRA1 inhibitor: blocks human HTRA1 serine peptidase. recombinant HTRA1, FP-rhodamine activity-based probe, fluorescence polarization. Q92743. AID 504803. inhibition, % at 5.96 µM. 340,000 compounds, 0.5% hits; in the data active = inhibition above about 36%;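 also: 0% = enzyme with DMSO and 100% = wells lacking enzyme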
Target sequence (Q92743 whole entry, looked up): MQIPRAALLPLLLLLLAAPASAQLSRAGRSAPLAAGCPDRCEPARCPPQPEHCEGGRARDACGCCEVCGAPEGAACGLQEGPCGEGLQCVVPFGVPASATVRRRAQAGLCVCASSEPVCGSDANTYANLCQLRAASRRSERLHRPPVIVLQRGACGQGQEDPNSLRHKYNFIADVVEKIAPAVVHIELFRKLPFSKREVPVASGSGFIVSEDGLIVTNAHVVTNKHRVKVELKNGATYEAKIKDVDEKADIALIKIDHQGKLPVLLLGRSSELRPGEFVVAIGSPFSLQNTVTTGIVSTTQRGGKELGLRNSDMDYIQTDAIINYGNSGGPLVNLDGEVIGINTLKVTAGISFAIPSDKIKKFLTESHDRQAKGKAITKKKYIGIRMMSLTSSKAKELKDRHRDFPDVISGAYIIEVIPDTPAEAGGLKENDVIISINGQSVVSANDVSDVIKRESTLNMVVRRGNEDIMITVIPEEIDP
TCR CD3 inh: inhibitors of human TCR-CD3 interaction. 360,000 compounds, 0.37% hits. AID 651800. inhibition, % at 9.4 µM. TAMRA-labeled TCR probe fluorescence, biochemical; in the data active = inhibition above about 19%;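 also: recombinant mutant TCR 2C K166C tagged with TAMRA read by polarization; 0% = receptor in buffer alone and 100% = receptor with positive control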
rCAG RNA binder: binds r(CAG) RNA repeats | r(CAG) RNA repeat, TO-PRO-1 dye displacement fluorescence | inhibition, % at 3 µM | 370,000 compounds, 1.3% hits | AID 651821;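 active = inhibition above the plate cutoff, the mean of all test compounds on that plate plus 3 SD, cut at about 35% in these data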;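 also: 0% = DMSO alone and 100% = 100 µM mitoxantrone as full dye displacement; higher means more dye released from RNA so lower well fluorescence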
PG9 binder: PG9 antibody binding by small molecule | TR-FRET gp120-PG9 antibody binding | inhibition, % at 6.7 µM | 360,000 compounds, 0.43% hits | AID 624416; in the data active = inhibition above about 8.5%
PRMT1 inh: inhibitors of human PRMT1; Q99873; recombinant PRMT1, activity-based probe fluorescence polarization; inhibition, % at 2.79 µM; 370,000 compounds, 1.3% hits; AID 652257;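 active = inhibition above about 21% made by adding two undisclosed values, limit read from the data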
MBD2 inh: MBD2-methylated oligo binding inhibition. Q9UBB5. TR-FRET, MBD2 binding to methylated oligonucleotide. inhibition, % at 4.4 µM. 370,000 compounds, 0.31% hits. AID 686964; in the data active = inhibition above about 13%
Target sequence (Q9UBB5 whole entry, looked up): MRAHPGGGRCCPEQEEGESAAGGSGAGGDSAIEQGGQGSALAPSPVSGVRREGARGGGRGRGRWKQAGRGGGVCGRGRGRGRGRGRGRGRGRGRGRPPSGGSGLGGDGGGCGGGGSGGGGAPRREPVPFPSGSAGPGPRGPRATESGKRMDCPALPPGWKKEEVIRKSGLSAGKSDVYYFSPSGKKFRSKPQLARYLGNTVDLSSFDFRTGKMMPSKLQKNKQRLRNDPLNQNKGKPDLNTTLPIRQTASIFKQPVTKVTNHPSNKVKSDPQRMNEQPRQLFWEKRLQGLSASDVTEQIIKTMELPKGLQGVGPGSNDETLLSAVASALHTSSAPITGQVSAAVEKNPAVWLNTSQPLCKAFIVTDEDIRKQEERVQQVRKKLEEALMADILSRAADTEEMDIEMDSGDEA
mABHD4 FP: inhibitors of mouse ABHD4; Q8VD66; purified mABHD4, FP-Rh probe fluorescence polarization; inhibition, % at 8.92 µM; 370,000 compounds, 0.54% hits;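 active = inhibition exceeding the mean over every tested compound plus 3 SD, cut at about 30% in these data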;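 also: 0% = plate median of compound wells and 100% = S159A mutant with DMSO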
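Test system: mABHD4 protein; Read-out basis: % inhibition; Incubation: 45 min + 60 min at 25 °C; Repeats: single replicate; Technique: fluorescence polarization with parallel and perpendicular emission, 525/598 nm; Compound: 8.92 µM, single dose; Benchmarks: full inhibition S159A mutant plus DMSO, zero as sample-well median.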
NR1D1 modulator: modulators of human Rev-erb alpha DNA binding. P20393. Rev-erbα–FITC-DNA binding, fluorescence polarization, 90 min. activity, % at 10 µM. 370,000 compounds, 0.79% hits;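 active = activity above about 14%, limit read from the data; passing the limit was not always enough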;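 also: 0% = DMSO wells with 35 nM protein and 100% = DMSO wells with 750 nM protein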
LEDGF integ inh: blocks HIV-1 LEDGF/p75-dependent DNA integration | TR-FRET IN-LEDGF/p75 DNA integration, Eu/Cy5 | inhibition, % at 3.7 µM | 370,000 compounds, 0.64% hits;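 active = inhibition above the screen-wide mean plus 3 SD, cut at about 13% in these data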;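 also: signal is the Cy5 over europium emission ratio at 671 and 618 nm; 0% = plate median of compound wells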
Numbers without * were called inactive; . = not tested or not shown. This is a subset (hit frequency here may not be typical).

SMILES	UHRF1 binding	HTRA1 inhibitor	TCR CD3 inh	rCAG RNA binder	PG9 binder	PRMT1 inh	MBD2 inh	mABHD4 FP	NR1D1 modulator	LEDGF integ inh
COc1cccc(CCNC(=O)CCc2nnc(Cc3cc(OC)ccc3OC)o2)c1	0	-2	4	-9	1.2	-3	2	1	3	-2
CC(=O)c1cccc(N=Cc2c(O)c3ccccc3oc2=O)c1	-1	5	14	5	-1.6	-1	-2	0	-1	-1
COCCNCCCCOc1ccc(C)cc1[N+](=O)[O-]	1	2	-2	0	-1.1	0	1	14	0	0
COc1cc(SC)ccc1C(=O)OCC(=O)NC1CCCC1	0	8	6	-5	0.1	-9	1	5	2	2
C=CCn1c(SCC(=O)c2ccc(F)cc2)nnc1-c1ccc(F)cc1	0	.	.	-1	.	6	-4	1	-5	2
O=C(c1ccccc1)c1c[nH]c(C(=O)NCc2cccnc2)c1	-4	-1	2	-3	-3.9	-2	-4	10	0	-1
CC(C)(C)c1nc2ccccc2c2nnc(SCC(=O)NCc3ccco3)n12	2	-7	-7	-3	2.3	6	0	-8	2	9
CC1=Nn2c(nnc2-c2cc(-c3ccccc3)n[nH]2)SC1	0	5	3	-2	-0.7	-2	-3	2	-3	0
CN1CCN(c2ccc(S(=O)(=O)Nc3ccccc3)cc2[N+](=O)[O-])CC1	4	-3	3	6	-2.1	-1	3	1	-3	2
Cn1c(SCC(=O)Nc2ccc(NC(=O)c3cccc(F)c3)cc2)nnc1-c1ccncc1	-2	5	-1	-1	0.7	4	3	0	0	-6
CN1CCN(S(=O)(=O)Cc2ccccc2Cl)CC1	1	4	3	-3	-1.8	1	5	-1	-7	-9
CN(C(=O)c1ccc(NC(=O)Cc2cccc(NC(=O)C3CCN(C(=O)c4ccccc4)CC3)c2)cc1)C1CC1	-1	-4	-11	3	0.3	-5	-2	0	-5	5
OCC[C@H]1C[C@@H](O)[C@H](O)[C@]2(CCCO2)O1	3	4	-6	4	-0.6	1	3	-5	-4	2
COC(=O)[C@H](CC(C)C)NC(=O)N1CCN(c2cccc(C(F)(F)F)c2)CC1	4	-4	3	-7	-1.4	3	3	-10	-3	3
CC(=O)C1=C(c2ccccc2)NC(=O)NC1c1ccccc1 (configuration not stated)	-2	1	0	-8	2.9	2	-1	6	4	3
CCOC(=O)c1[nH]c2ccccc2c1NC(=O)CC(C)(C)C	0	-1	5	1	-0.1	-2	-3	-1	1	1
CCOc1cc(C(=O)OCC(=O)c2cc(C)n(CC3CCCO3)c2C)ccc1OCC(=O)N1CCOCC1 (configuration not stated)	-3	4	3	-10	-0.5	-5	-6	1	-5	6
CC1(C)CC(=O)C=C(c2ccc(COC(=O)/C=C/c3ccccc3)cc2)C1=O	-2	-18	0	4	-0.2	-2	-3	-9	-3	-1
COc1cccc(NC(=O)CN(C)C(=O)C23CC4CC(CC(Cl)(C4)C2)C3)c1	1	-4	5	2	-0.6	1	2	-8	4	0
COc1ccccc1CC(=O)Nc1ccc(O)cc1C(=O)O	3	-5	-4	1	-2.0	1	-1	6	1	-2
Cc1c(Cl)cccc1NC(=O)CNC(=O)CCCc1nc2ccccc2c(=O)[nH]1	0	0	3	-2	1.1	0	-3	-1	-1	5
COc1cc(C=NC2CCCCC2)ccc1O	-2	1	-6	3	-1.1	3	2	0	3	-7
CC1CCCC(C)N1C(=O)COC(=O)COc1ccc(C#N)cc1 (configuration not stated)	3	0	-6	-1	0.5	-1	5	-4	2	1
Cc1ccc(C)c(NC(=O)Nn2cnnc2)c1	6	1	5	-2	-1.6	4	5	-15	3	-5
COc1cc(/C=N/Nc2ccccn2)ccc1O	-1	-1	2	-1	-2.3	-3	-1	3	-1	5
O=C(NC(Cc1ccccc1)C(=O)O)NC12CC3CC(CC(C3)C1)C2 (configuration not stated)	-2	3	2	3	-1.0	-1	-6	2	-2	3
CSC1=C(C#N)C(c2sccc2C)CC(=O)N1 (configuration not stated)	0	4	-5	1	-2.5	-5	0	-3	3	1
CC(=O)Nc1cccc(C(=O)Nc2cccc(S(=O)(=O)NCc3ccco3)c2)c1	2	-14	-5	5	0.7	1	-3	-15	-8	4
CC(NC(=O)C(=O)NN=C1CCCCCCCCCCC1)c1ccccc1 (configuration not stated)	0	-4	-10	4	-2.5	-3	-5	-2	-1	-1
O=C1CC(N2CCN(c3ccc(F)cc3)CC2)C(=O)N1c1ccc2c(c1)OCO2 (configuration not stated)	1	0	8	0	-0.4	3	3	5	0	-1
N#Cc1c(N2CCN(C(=O)c3ccco3)CC2)nc(-c2ccccc2)c2c1CCCC2	1	-62	-6	1	1.4	2	5	-9	5	0
Clc1nssc1=Nc1nncs1	16	7	3	20	1.4	97*	11	0	-1	4
Clc1ccccc1CN1CCN(CCCc2ccccc2)CC1	-1	3	1	-7	1.8	-8	-2	15	1	5
CC(=O)Nc1ccc(NC(=O)C(C)OC(=O)CNC(=O)c2cccs2)cc1 (configuration not stated)	2	0	-17	-1	0.4	0	-1	4	0	0
O=C(O)c1c(Cl)c(Cl)c(Cl)c(Cl)c1C(=O)N1CCCCCC1	1	1	-5	-1	1.8	2	1	0	-1	-4
CCc1ccc(NC(=O)C(=O)NCc2ccccn2)cc1	1	0	-3	-6	0.6	1	5	1	-4	-3
O=S(=O)(c1ccccc1)N1CCCc2nc(-c3ccccc3)ccc21	-2	.	-8	1	1.9	1	4	-9	-2	1
Cc1ccc(NC(=O)Nc2cccc(C(F)(F)F)c2)nc1	1	6	0	-3	0.0	-1	2	3	2	-3
CCOc1ccc(C)cc1S(=O)(=O)n1nc(C)cc1C	2	9	7	-4	-2.2	1	-2	1	4	2
Cc1cccc(Oc2ccc(Cl)cc2N)c1	1	-9	0	-5	-1.9	0	-4	2	8	2

Five compounds picked at random from those above, as already listed:
SMILES	UHRF1 binding	HTRA1 inhibitor	TCR CD3 inh	rCAG RNA binder	PG9 binder	PRMT1 inh	MBD2 inh	mABHD4 FP	NR1D1 modulator	LEDGF integ inh
CC(=O)Nc1cccc(C(=O)Nc2cccc(S(=O)(=O)NCc3ccco3)c2)c1	2	-14	-5	5	0.7	1	-3	-15	-8	4
Clc1ccccc1CN1CCN(CCCc2ccccc2)CC1	-1	3	1	-7	1.8	-8	-2	15	1	5
O=C(NC(Cc1ccccc1)C(=O)O)NC12CC3CC(CC(C3)C1)C2 (configuration not stated)	-2	3	2	3	-1.0	-1	-6	2	-2	3
CSC1=C(C#N)C(c2sccc2C)CC(=O)N1 (configuration not stated)	0	4	-5	1	-2.5	-5	0	-3	3	1
N#Cc1c(N2CCN(C(=O)c3ccco3)CC2)nc(-c2ccccc2)c2c1CCCC2	1	-62	-6	1	1.4	2	5	-9	5	0

Following part
SMILES	UHRF1 binding	HTRA1 inhibitor	TCR CD3 inh	rCAG RNA binder	PG9 binder	PRMT1 inh	MBD2 inh	mABHD4 FP	NR1D1 modulator	LEDGF integ inh
O=C(/C=C/c1cccs1)c1ccc(N2CCOCC2)cc1	-2	-5	-5	6	0.8	4	4	3	2	-3
O=[N+]([O-])c1ccc(Cl)cc1CN1CCCCCC1	-2	-4	2	2	-0.6	11	-6	11	-4	5
COc1ccc(NC(=O)CCN(c2ccc(OC)cc2)S(=O)(=O)c2ccc(C)c(C)c2)cc1	-3	-23	6	2	-1.9	-4	-2	-7	2	6
CCn1c(=O)c(C(=O)Nc2cccnc2)c(O)c2ccccc21	-2	8	5	2	-1.7	0	0	-9	-3	-1
CCC/C(=N\NC(=O)C1CC1)c1ccc(Br)cc1	2	-8	-7	-3	-0.2	2	1	-2	-2	-2
COc1cc2nc(=S)n3[nH]c(COc4ccccc4C)nc3c2cc1OC	-9	-5	-3	10	-2.1	5	-1	1	-3	0
COc1ccc2c(CC(=O)NNC(=O)c3cccs3)coc2c1	-1	0	8	6	-0.7	-4	-1	7	-5	0
CCOCCCNC(c1ccccc1)c1ccncc1 (configuration not stated)	-1	-3	4	3	-0.9	-1	-8	-8	0	-1
NC(=O)C1CCN(C(=O)COc2ccc(Nc3ccccc3)cc2)CC1	1	10	-11	5	-3.6	11	4	7	-1	-6
CC(C)Cn1c(=O)[nH]c(=O)c2c(C(F)(F)F)cc(-c3ccccc3)nc21	0	-3	4	5	-0.7	0	-1	-3	13	2
CCC(C)C(NC(=O)C1CCC(C)CC1)C(=O)NCCCN1CCCCC1CC (configuration not stated)	-1	10	1	-7	-0.7	1	0	0	-5	-6
CC(=O)c1sc(N)c(C(=O)OC(C)C)c1C	1	7	2	-2	0.3	0	-7	-1	-2	6
CCn1nc(C(=O)NNC(=O)COc2ccc(OC)cc2)c2ccccc2c1=O	4	2	5	-2	-1.1	0	2	-1	-4	2
CCc1ccc(NC(=O)C(C)Sc2nnc(CN3CCCC3)o2)cc1 (configuration not stated)	-2	4	-1	2	0.5	1	3	0	2	1
Cn1nc(C(C)(C)C)cc1C(=O)NCc1cc(F)cc2c1OCOC2	1	0	2	-4	0.5	-2	-3	-5	-2	-4
O=C(CN(CC1CCCO1)C(=O)CNS(=O)(=O)c1ccccc1)NCc1ccccc1 (configuration not stated)	-1	6	2	-3	-0.1	-3	3	0	0	3
CCCOCC(O)COc1ccccc1C(=O)N1CCOCC1 (configuration not stated)	-1	-2	1	-2	-0.6	-2	-3	4	-2	0
CC(Sc1nnc(NC2CC2)s1)C(=O)Nc1ccc(S(N)(=O)=O)cc1 (configuration not stated)	1	0	-8	5	-3.4	-4	2	-1	-9	0
COc1ccc(CNC(=O)/C=C/c2ccc(OCCCF)cc2)cc1OC	5	-3	3	1	-1.9	2	-2	-4	-2	0
Cc1ccc(C)c(N2N=C(C(=O)OCc3nnc(-c4ccccc4Br)o3)CCC2=O)c1	3	0	0	4	1.0	6	2	7	-5	1
CC(CN1CCCCC1)OC(=O)C(C)(c1ccccc1)c1ccccc1 (configuration not stated)	2	3	-2	-12	-1.5	1	1	3	2	-1
O=C(NC1CCCCC1NC(=O)c1cccs1)c1cccs1 (configuration not stated)	2	-1	-2	-2	0.4	-1	4	-4	0	3
Cn1nnnc1SCC(=O)C(C)(C)C	3	-5	-9	-5	-0.8	3	0	-4	-7	0
O=C1C(=O)N(CCN2CCOCC2)C(c2ccccn2)/C1=C(/O)c1ccc(F)cc1 (configuration not stated)	-1	-5	-6	4	0.7	2	-4	6	-2	3
NC1=NC(=O)/C(=C/c2ccc(Br)cc2)S1	1	-9	1	0	-2.7	-3	-7	0	5	4
CC(=O)N[C@@H](CC(=O)O)C(=O)O	1	12	1	1	-1.1	-1	2	10	6	0
CCCN1CCN(S(=O)(=O)c2c(C)[nH]c(C)c2C(=O)N2CCCCC2)CC1	2	1	-3	-1	-1.5	1	0	-8	3	1
COc1ccc(C(=O)Nc2cc(OC)nc(OC)n2)cc1	1	-7	-1	1	-1.3	0	3	4	-5	0
CCCN(CCC)S(=O)(=O)c1ccc(NC(=O)COc2ccccc2)cc1	-5	-19	-4	14	1.6	-2	-4	-5	1	2
CCN(CC)S(=O)(=O)c1ccc(OC(C)C)c(NC(=O)C2=COCCO2)c1	4	-9	-4	-7	-1.0	-3	-2	1	3	3
c1ccc2c(CN3CCCCC3)csc2c1	-1	-9	3	2	1.6	-1	-3	-2	6	0
CCC1(CC)NC(=O)N(CC(=O)OCC(=O)Nc2cc(OC)ccc2OC)C1=O	4	0	5	0	2.0	-1	2	2	-4	-1
O=C(Nc1ccc2oc(-c3ccccc3F)nc2c1)c1ncn[nH]1	-7	-9	0	11	0.5	1	-2	-4	-7	1
